# UGM FP inh = blocks M. tuberculosis UGM enzyme. purified UGM, fluorescence polarization probe displacement. inhibition, % at 10 µM. 320,000 tested, 0.06% active. AID 504406; in the data active = inhibition above about 10%, passing the limit was not always enough; inconclusive = no clear call, values can overlap the other calls
# FadD28 binding = inhibitors of Mycobacterium tuberculosis FadD28 bisubstrate binding; FadD28 bisubstrate probe binding, fluorescence polarization; inhibition, % at 12.5 µM; 360,000 tested, 0.22% active; AID 588549; in the data active = inhibition above about 8.5%, passing the limit was not always enough; inconclusive = no clear call, values can overlap the other calls
# BoNT-F LC inh = BoNT F light chain protease inhibition. Multiplex microsphere protease cleavage assay, flow cytometry. inhibition, % at 10 µM. 360,000 tested, 0.22% active; in the data active = inhibition above about 35%, passing the limit was not always enough; inconclusive = no clear call, values can overlap the other calls; also: plate controls were buffer without enzyme for full effect and enzyme alone for no effect
# DUSP3 inh = blocks human VHR1 dual specificity phosphatase; P51452; recombinant VHR phosphatase, pNPP absorbance; inhibition, % at 13.3 µM; 290,000 tested, 0.52% active; AID 1654; in the data active = inhibition above about 50%; also: some compounds called inactive have numbers as strong as hits
# Target sequence (P51452 whole entry, looked up): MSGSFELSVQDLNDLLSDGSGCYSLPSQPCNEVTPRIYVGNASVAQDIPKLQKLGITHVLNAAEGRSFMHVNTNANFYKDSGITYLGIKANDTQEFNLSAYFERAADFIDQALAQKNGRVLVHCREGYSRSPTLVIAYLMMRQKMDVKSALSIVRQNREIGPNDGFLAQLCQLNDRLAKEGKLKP
# CCHF vOTU inh = blocks the CCHF virus ovarian tumor domain protease; CCHFV vOTU protease, Pep-AMC fluorescence; 370,000 tested, 0.55% active; inhibition, % at 11.5 µM; also: 0% = vehicle wells with enzyme and 100% = no enzyme wells
# MazEF act = MazEF (E. coli) toxin RNase activation. P0AE70. FAM/BHQ RNA-DNA oligo cleavage fluorescence, 5 h. activation, % at 20 µM. 350,000 tested, 0.32% active; in the data active = activation above about 50%
# Target sequence (P0AE70 whole entry, looked up): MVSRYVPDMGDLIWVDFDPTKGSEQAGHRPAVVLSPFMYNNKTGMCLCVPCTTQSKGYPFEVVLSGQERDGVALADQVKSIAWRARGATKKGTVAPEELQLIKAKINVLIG
# Mtb BioA inh = BioA (M. tuberculosis) enzyme inhibition | 360,000 tested, 0.096% active | AID 602481 | purified M. tuberculosis BioA enzyme, plate reader | inhibition, % at 9.99 µM; in the data active = inhibition above about 40%; inconclusive = no clear call, values can overlap the other calls
# GDH-TPI inh = GDH-TPI coupled enzyme inhibition counter-screen. GDH-TPI coupled enzyme counterscreen, NADH absorbance. inhibition, % at 4.8 µM. 360,000 tested, 1.2% active. AID 588335;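 also: 0% = DMSO wells and 100% = wells lacking the enzyme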
# Mtb FBA inh = Mtb fructose-bisphosphate aldolase inhibition | inhibition, % at 1 µM | 360,000 tested, 2.3% active | purified M. tuberculosis FBA, fluorescence read-out | P9WQA3; in the data active = inhibition above about 27%;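 also: 0% = vehicle and 100% = reference inhibitor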
# Target sequence (P9WQA3 whole entry, looked up): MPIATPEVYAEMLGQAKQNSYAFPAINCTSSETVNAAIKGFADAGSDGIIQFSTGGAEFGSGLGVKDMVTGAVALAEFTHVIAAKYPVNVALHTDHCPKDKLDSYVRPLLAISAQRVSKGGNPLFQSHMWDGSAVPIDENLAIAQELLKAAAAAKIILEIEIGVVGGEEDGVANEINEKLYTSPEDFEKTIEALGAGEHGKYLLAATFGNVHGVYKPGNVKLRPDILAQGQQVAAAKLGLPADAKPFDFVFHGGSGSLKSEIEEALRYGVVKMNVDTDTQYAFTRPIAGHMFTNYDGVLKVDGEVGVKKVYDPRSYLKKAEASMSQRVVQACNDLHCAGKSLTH
# Rv3671c protease = inhibits the M. tuberculosis serine protease Rv3671c. P9WHR9. inhibition, % at 5.96 µM. 320,000 tested, 0.048% active. AID 2606; in the data active = inhibition above about 38%;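 also: extracellular domain of Rv3671c used as enzyme; 0% = enzyme with DMSO and 100% = no enzyme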
# Target sequence (P9WHR9 whole entry, looked up, the tested form may be a part): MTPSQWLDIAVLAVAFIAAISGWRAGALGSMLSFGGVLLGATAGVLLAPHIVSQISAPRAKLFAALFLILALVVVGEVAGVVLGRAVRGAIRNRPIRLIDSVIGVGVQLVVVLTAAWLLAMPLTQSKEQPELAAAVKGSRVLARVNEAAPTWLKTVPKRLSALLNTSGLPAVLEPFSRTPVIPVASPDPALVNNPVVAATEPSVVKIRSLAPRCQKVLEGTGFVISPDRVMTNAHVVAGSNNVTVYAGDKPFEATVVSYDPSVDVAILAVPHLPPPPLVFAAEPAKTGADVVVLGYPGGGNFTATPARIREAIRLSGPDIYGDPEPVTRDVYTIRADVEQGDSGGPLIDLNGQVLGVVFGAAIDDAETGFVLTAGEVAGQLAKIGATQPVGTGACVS
# Numbers without * were called inactive; u = inconclusive; x = no result given; & = joins results of further samples. Rule as the data show it, unless noted: active = inhibition above about 30%; inactive = the rest. Not a hit list; any-hit rate near 4.9%.
SMILES,UGM FP inh,FadD28 binding,BoNT-F LC inh,DUSP3 inh,CCHF vOTU inh,MazEF act,Mtb BioA inh,GDH-TPI inh,Mtb FBA inh,Rv3671c protease
Cc1ccc(S(=O)(=O)N2CCCC(C(=O)NCCc3ccc(Cl)cc3)C2)cc1 (stereo not drawn),x,-0.5,-2,x,7,0,0.0,4,2,x
CC1=C(C)CS(=O)N(S(=O)(=O)c2ccccc2)C1 (stereo not drawn),3.0,-0.3,-8,-2,-3,5,0.1,-5,1,-2
N#Cc1c(N2C(=O)c3ccc(C(=O)O)cc3C2=O)sc2c1CCCC2,1.3,-0.4,16,18,-3,-7,-3.3,2,-1,-2
Cc1occc1C(=O)NC(C)CCc1ccccc1 (stereo not drawn),0.0,-0.5,-9,6,-1,-7,-4.5,-2,1,-6
C=CCNCC(=O)N1N=C(c2ccc3ccccc3c2)CC1c1ccc(OC)cc1 (stereo not drawn),0.1,-9.3,-11,34,6,5,x,2,7,-2
Cc1cc(NC(=O)CC(CN(C)S(=O)(=O)c2ccccc2)c2ccccc2)no1 (stereo not drawn),-1.2,-3.2,-3,34,17,-23,1.6,4,-1,3
COCCNC(=O)C1Nc2ccc(C(F)(F)F)cc2C2C=CCC12 (stereo not drawn),1.3,-1.0,-6,x,1,-9,-4.1,11,2,9
CCOc1cc(C2/C(=C(/O)c3ccc(OC(C)C)cc3)C(=O)C(=O)N2CCCOC)ccc1O (stereo not drawn),1.5,-0.2,-5,-28,3,3,-2.2,14,0,-1
Cc1cc(C)nc(NC(=O)c2ccc([N+](=O)[O-])o2)n1,-4.4,0.1,-5,-15,-3,8,x,12,-2,-2
CCN1/C(=C/c2ccc3ccccc3[n+]2CC)C=Cc2ccccc21,-1.4,-3.7,-9,4,14,9,29,11,-9,-70
CN(C(=O)CCn1c(=S)oc2ccccc21)C1CCCCC1,1.5,-4.0,0,14,9,7,-0.2,3,-2,2
CN(CC(=O)O)S(=O)(=O)c1ccc2c(c1)NC(=O)CC(=O)N2,-0.4,-1.2,9,9,1,5,x,3,1,5
CC(C)(C)OC(=O)N1CCCC(C(=O)Nc2ccc(C(=O)N3CCCCC3)cc2)C1 (stereo not drawn),-0.7,-3.9,0,x,2,2,-0.2,-15,0,9
CCC(=O)N(C)C[C@H]1Oc2cc(Br)ccc2S(=O)(=O)N([C@@H](C)CO)C[C@H]1C,x,-3.4,-3,x,-12,5,1.2&3.4&0.4,2,-3,x
COc1cc(OC)cc(C(=O)OCC(=O)NCCCc2ccccc2)c1,0.7,0.2,3,x,-3,-7,x,5,0,-7
CCOc1ccccc1NC(=O)CSc1nnc2ccc(-c3ccccn3)nn12,x,-3.2,3,x,-7,1,-0.9,3,5,5
NC(=O)C1(Nc2ccc(Cl)cc2)CCCC1,x,0.8,-3,x,10,4,1.4,8,2,x
CC(NC(=O)c1ccccc1NC(=O)CN1CCN(c2ccccc2O)CC1)c1ccccc1 (stereo not drawn),-2.2,-2.3,-2,x,9,2,1.0,-12,2,1
COc1ccccc1C(CC(=O)Nc1ccccc1C)c1ccc(OC(C)C)cc1 (stereo not drawn),-1.4,-3.5,-1,-13,10,2,-4.7,-2,-5,-13
O=C(OCC#CCSc1nnc(-c2ccncc2)o1)c1cccs1,1.2,-3.9,3,9,-3,-13,7.6,3,1,1
COc1cc(C(=O)OCC(=O)Nc2nnc(-c3ccccc3)o2)cc(OC)c1OC,x,-0.1,x,x,8,-2,x,2,3,13
N#CC1(NC(=O)CN2C(=O)NC(c3ccccc3)(c3ccccc3)C2=O)CCCC1,-0.1,-3.1,-6,x,24,-3,-1.0,1,-2,-2
CCn1c(CO)nc2c1c(=O)[nH]c(=O)n2Cc1ccccc1,-0.8,0.8,-6,24,8,-9,-0.6,-5,9,4
CC(=O)Nc1ccc(-c2csc(NC(=O)Cc3cccc(F)c3)n2)cc1,-2.5,-6.3,7,25,-7,-6,1.0,-2,1,-12
CCCC(=O)Nc1nnc(S(=O)(=O)N(CC(C)C)c2ccccc2)s1,5.8,x,2,-6,-3,-2,1.4,0,0,-4
CS(=O)(=O)N1CCC(C(=O)Nc2cccc(F)c2)CC1,1.5,-0.1,39*,14,-2,18,6.5,0,1,11
COc1ccc(NC(=O)CN(C)C(=O)c2c(C)nn(Cc3ccc(C)cc3)c2Cl)cc1,-1.5,-3.2,-7,x,-3,-2,1.6,-1,0,-3
Brc1ccc(COc2ncnc3ccccc23)cc1,-2.4,-3.2,11,14,-8,-1,x,-1,1,-5
COc1ccc(-c2cc(C(=O)Nc3ccc(S(N)(=O)=O)cc3)c3ccccc3n2)cc1OC,0.7,-1.5,-8,-2,-42,-19,1.5,12,9,-30
CCCOc1ccc(C2C(=O)N(C3CCCCCC3)CC(=O)N2Cc2ccco2)cc1OC (stereo not drawn),1.0,-0.5,0,12,-4,6,-2.5,8,5,-2
COc1ccc(N=C2C(=S)N(c3ccc(OC)cc3)C(=NS(=O)(=O)c3ccccc3)N2c2ccccc2)cc1,x,-3.4,-12,x,-1,1,x,-1,-2,x
Cn1cnnc1SCC(=O)Nc1cccc(S(=O)(=O)N2CCOCC2)c1,3.6,-1.9,1,20,14,-2,-0.8,-1,-6,18
CN(C)S(=O)(=O)N(CC(=O)N1CCC(Cc2ccccc2)CC1)c1ccccc1,-1.1,-0.6,1,8,-3,-23,2.0,-3,-1,4
CC1CCN(C(=O)C2CCN(S(=O)(=O)c3cccc4cccnc34)CC2)CC1,0.9,-1.6,0,-4,8,14,0.8,-7,-4,-1
COC(=O)c1ccc(/C=C2\CCn3c2nc2cc(C(=O)O)ccc2c3=O)cc1,1.3,-2.8,6,-9,x,21,x,14,12,-8
COc1ccccc1C(=O)Nc1cc2cc(Cl)ccc2oc1=O,2.0,-0.5,6,4,-3,-24,-3.2,19,3,-3

# Single records, as listed above.
# CC(NC(=O)c1ccccc1NC(=O)CN1CCN(c2ccccc2O)CC1)c1ccccc1 (stereo not drawn) is entered as UGM FP inh = -2.2; FadD28 binding = -2.3; BoNT-F LC inh = -2; DUSP3 inh = x; CCHF vOTU inh = 9; MazEF act = 2; Mtb BioA inh = 1.0; GDH-TPI inh = -12; Mtb FBA inh = 2; Rv3671c protease = 1
# Cc1ccc(S(=O)(=O)N2CCCC(C(=O)NCCc3ccc(Cl)cc3)C2)cc1 (stereo not drawn) is entered as UGM FP inh = x; FadD28 binding = -0.5; BoNT-F LC inh = -2; DUSP3 inh = x; CCHF vOTU inh = 7; MazEF act = 0; Mtb BioA inh = 0.0; GDH-TPI inh = 4; Mtb FBA inh = 2; Rv3671c protease = x

# Additional entries.
SMILES,UGM FP inh,FadD28 binding,BoNT-F LC inh,DUSP3 inh,CCHF vOTU inh,MazEF act,Mtb BioA inh,GDH-TPI inh,Mtb FBA inh,Rv3671c protease
COc1ccc(C(C)(O)c2nc(-c3ccc(C)c(C)c3)cs2)cc1 (stereo not drawn),x,-3.2,4,x,21,x,-0.8,4,-1,x
CC1(C)CC(=O)/C(=C(/O)CCCN2C(=O)c3ccccc3C2=O)C(=NC(C)(C)C)C1,2.0,-0.2,2,19,7,4,x,1,6,0
O=C(Cc1c(Cl)cccc1Cl)NCCc1ccc(Cl)cc1,0.2,-1.7,-10,14,-12,-1,-2.4,3,0,-1
CCOc1ccc(Br)cc1S(=O)(=O)N1CCCC1,-2.3,-1.3,4,22,9,-1,0.8,0,1,-9
CCCN1CN(CCc2ccccc2)CNC1=S,0.6,-1.1,28,12,-8,2,x,5,1,-1
COC(=O)c1ccc(CSc2nc3ccccc3c(=O)n2CC(C)C)o1,0.1,-0.2,3,18,8,1,x,-5,7,-7
Cc1ccc(S(=O)(=O)N(CC(=O)N(C)C)c2cccc([N+](=O)[O-])c2)cc1,-0.6,-0.7,-7,20,-6,10,-0.7,2,-3,-4
O=C(/C=C/[C@H]1O[C@@H](n2cnc3c(NC(=O)c4ccccc4)ncnc32)[C@H](O)[C@@H]1O)NCc1cccc2ccccc12,x,-3.0,-16,x,5,x,1.4,x,-1,x
C#CCNC(=O)C1=C[C@H](c2ccccc2)[C@@H](CCCO)[C@H](OCC)O1,1.9,-1.0,5,18,-4,0,-0.7&-1.1,-1,2,2
CC(C)(C)c1ccc(OCC(=O)NNC(=S)NC(=O)c2ccccc2[N+](=O)[O-])c(Br)c1,-0.1,0.9,-6,9,7,2,x,-6,0,13
CC(=O)c1ccc(OCCCC(=O)N2CCN(S(=O)(=O)c3ccc(C)cc3C)CC2)cc1,-2.7,-1.0,-7,x,-4,-6,0.4,-4,-1,5
CCCC(=O)Nc1ccccc1NC(=O)CCC,0.6,-4.0,6,6,-3,-6,0.3,5,-6,-4
O=C(COc1ccc(Cl)cc1Cl)N/N=C1\CCCc2ccccc21,2.4,-1.0,3,14,5,3,-1.2,-7,0,-2
O=C1c2ccccc2C2(c3ccc(F)cc3)NCCN12 (stereo not drawn),-1.5,0.3,-2,42,6,-17,-1.4,-2,1,3
O=C(O)c1ccc(-c2ccc(Cl)cc2Cl)o1,0.0,-5.0,24,-1,3,-9,-1.2,7,0,0
COc1ccc(/C=C2\SC(=O)N(CCC(=O)NC3CCS(=O)(=O)C3)C2=O)cc1 (stereo not drawn),0.6,0.4,0,1,27,-3,-1.4,41*,-3,-6
Cc1ccc(CN2CC(C(=O)Nc3ccc(C)c(S(=O)(=O)N4CCCCC4)c3)CC2=O)cc1 (stereo not drawn),x,-1.7,-3,x,8,6,0.4,7,3,x
Cc1nc2sc(C(c3ccccc3)N3CCN(C(=O)c4ccco4)CC3)c(O)n2n1 (stereo not drawn),-1.6,-1.6,-15,9,-6,11,1.4,-4,2,-2
O=C(COC(=O)CNC(=O)c1cccc([N+](=O)[O-])c1)Nc1cccc(S(=O)(=O)N2CCCCC2)c1,6.6,-1.7,0,8,14,6,x,-9,-2,-6
CCN(CC)S(=O)(=O)c1ccc(OC)c(NC(=O)CSc2cc(C)ccc2C)c1,0.9,-5.7,-5,-7,0,4,x,7,-2,-19
CCN(CC(=O)Nc1cc(S(=O)(=O)N2CCOCC2)ccc1C)Cc1ccccc1,-2.3,-1.1,u,x,20,-4,-1.3,-16,0,-6
Cc1cc(NC(=O)c2ccc(NC(=O)C3CC3)cc2)no1,-0.5,-1.9,-6,5,-11,0,x,8,4,0
O=C(CC1C(=O)NCCN1Cc1ccccc1)NCCC1=CCCCC1 (stereo not drawn),-0.3,-3.5,6,-14,-7,1,0.3,2,0,-4
O=C(Nc1sc2c(c1C(=O)NCCO)CCCC2)c1ccco1,-1.7,-1.6,-3,-8,3,10,-0.1,23,1,-1
COC(=O)c1ccc(OC)c(CN2CCCN(Cc3cc(C)ccc3C)S2(=O)=O)c1,0.4,-3.9,16,-3,-2,2,-1.1,-3,1,-9
CC(=O)Nc1nc(C)c(-c2csc(Nc3ccc(S(N)(=O)=O)cc3)n2)s1,-0.2,-0.1,-8,24,-14,26,-2.2,34*,5,5
O=C(COc1ccccc1[N+](=O)[O-])N/N=C/c1cccc(OC(=O)c2ccc3c(c2)OCO3)c1,-0.7,-4.5,-1,-13,0,-4,x,8,-5,-6
CCOc1ccc(-n2c(C)c(C(C)=O)c(C(C)=O)c2C)cc1,-0.6,-3.6,0,9,-12,0,-1.0,-13,-4,-7
O=C(NCCN1CCOCC1)c1c(F)c(F)c(F)c(F)c1F,-0.5,-0.8,-5,-17,-13,-7,-0.5,-3,-2,0
COCCN(C(=O)CSc1nnc(C)n1-c1ccccc1)c1c(N)n(Cc2ccccc2)c(=O)[nH]c1=O,1.4,-2.0,-2,7,-7,5,-1.6,-3,-1,-7
CCOCC(O)CNC(=O)c1ccc(OC2CCN(C(=O)c3cccnc3)CC2)cc1 (stereo not drawn),3.0,0.9,-1,-12,9,-1,-2.9,10,0,-4
COc1ccc(OCCC(=O)OCC(=O)NCc2ccc(F)cc2)cc1,0.8,-2.6,4,9,0,2,x,0,-1,9
